Bioassay records as filed in PubChem.
TcdB GH inh – blocks C. difficile toxin B glycohydrolase activity; AID 652162; TcdB glycohydrolase enzymatic assay, plate reader; inhibition, % at 9.99 µM; P18177; 350,000 compounds, 0.24% hits; in the data active means inhibition above about 10%
Y pestis TopoI – blocks Yersinia pestis topoisomerase I activity | activity, % at 10 µM | 360,000 compounds, 0.064% hits | Y. pestis Topo-I cleavage product accumulation, plate reader; in the data active means activity above about 50%, passing the limit was not always enough; further: inactives centre near 2
3CLpro inhibitor – SARS-CoV 3CLpro protease inhibition | 290,000 compounds, 0.14% hits | AID 1706 | recombinant SARS-CoV 3CLpro, quenched FRET peptide cleavage | P0C6X7 | inhibition, % at 6 µM; in the data active means inhibition above about 12%
DUSP3 inh – DUSP3 (human) phosphatase inhibition | P51452 | recombinant VHR phosphatase, pNPP absorbance | inhibition, % at 13.3 µM | 290,000 compounds, 0.52% hits | AID 1654; in the data active means inhibition above about 50%; further: some compounds called inactive have numbers as strong as hits
Anthrax LF prot – inhibitors of Bacillus anthracis lethal factor protease; P15917; inhibition, % at 10 µM; 360,000 compounds, 0.12% hits; AID 588501; multiplex microsphere protease cleavage assay, LF; in the data active means inhibition above about 30%; further: plate controls were buffer without enzyme for full effect and enzyme alone for no effect
Target sequence (P15917 whole entry, looked up): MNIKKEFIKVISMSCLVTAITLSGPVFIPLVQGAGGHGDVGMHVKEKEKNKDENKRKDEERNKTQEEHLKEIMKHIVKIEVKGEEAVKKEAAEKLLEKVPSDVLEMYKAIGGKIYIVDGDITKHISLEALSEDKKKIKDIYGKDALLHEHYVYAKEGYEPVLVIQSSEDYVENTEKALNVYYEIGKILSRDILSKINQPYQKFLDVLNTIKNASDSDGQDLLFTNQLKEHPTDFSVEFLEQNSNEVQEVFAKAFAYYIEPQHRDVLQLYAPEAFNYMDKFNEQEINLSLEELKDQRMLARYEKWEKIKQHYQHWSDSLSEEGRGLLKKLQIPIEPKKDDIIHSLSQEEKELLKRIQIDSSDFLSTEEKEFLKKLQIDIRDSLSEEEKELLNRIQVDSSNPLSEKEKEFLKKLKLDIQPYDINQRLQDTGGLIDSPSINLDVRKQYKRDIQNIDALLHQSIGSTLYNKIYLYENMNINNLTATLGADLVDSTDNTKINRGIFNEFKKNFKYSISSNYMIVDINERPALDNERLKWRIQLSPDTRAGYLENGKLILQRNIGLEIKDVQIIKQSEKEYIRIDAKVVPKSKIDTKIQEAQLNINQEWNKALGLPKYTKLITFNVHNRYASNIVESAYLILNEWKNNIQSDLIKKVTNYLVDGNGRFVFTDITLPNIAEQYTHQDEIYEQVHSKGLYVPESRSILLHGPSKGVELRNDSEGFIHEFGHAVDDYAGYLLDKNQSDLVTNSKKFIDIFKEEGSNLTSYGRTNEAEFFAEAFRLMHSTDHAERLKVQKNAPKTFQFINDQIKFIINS
MazEF act – activators of E. coli MazEF toxin-antitoxin RNase; activation, % at 20 µM; AID 504720; FAM/BHQ RNA-DNA oligo cleavage fluorescence, 5 h; P0AE70; 350,000 compounds, 0.32% hits; in the data active means activation above about 50%
Target sequence (P0AE70 whole entry, looked up): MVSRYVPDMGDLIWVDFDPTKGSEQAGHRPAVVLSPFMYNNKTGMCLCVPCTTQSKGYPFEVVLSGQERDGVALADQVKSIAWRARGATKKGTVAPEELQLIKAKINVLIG
PriA SSB inh – blocks PriA binding to SSB C-terminal tail. AlphaScreen SSBct-PriA binding, biotinylated peptide. inhibition, % at 33 µM. 430,000 compounds, 0.6% hits. AID 1272365; in the data active means inhibition mostly above about 37%, no sharp cut-off; inactive means mostly below about 20%;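 further: plate controls were negative control peptide for no effect and reference peptide for full effect; strong numbers were not always called active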
Rv3671c protease – inhibits the M. tuberculosis serine protease Rv3671c; inhibition, % at 5.96 µM; AID 2606; P9WHR9; 320,000 compounds, 0.048% hits; in the data active means inhibition above about 38%;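 further: extracellular domain of Rv3671c used as enzyme; 0% = enzyme with DMSO and 100% = no enzyme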
PfHsp40 yeast – restores yeast growth despite PfHsp40 toxicity; 340,000 compounds, 0.68% hits; growth rescue, % at 12.5 µM; S. cerevisiae expressing PfHsp40, growth rescue, ATP luminescence; AID 504582; in the data active means growth rescue above about 28%, passing the limit was not always enough;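 further: yeast W303a lacking pdr1 and pdr3 grown in galactose medium; growth measured after three days at 30 °C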
BH1578 lux ind – induces V. cholerae light production without autoinducers | V. cholerae BH1578 lux reporter, luminescence, 6 h | activation, % at 18.7 µM | 350,000 compounds, 0.16% hits | AID 588436; in the data active means activation mostly above about 9.7%, no sharp cut-off; further: not every result past the cut was called active; inactives centre near 0; reference of the scale not given here
Starred values were filed as active, the others as inactive; i = inactive; . = not tested or not shown; & = joins results of further samples.

SMILES | TcdB GH inh | Y pestis TopoI | 3CLpro inhibitor | DUSP3 inh | Anthrax LF prot | MazEF act | PriA SSB inh | Rv3671c protease | PfHsp40 yeast | BH1578 lux ind
Cc1cc(C)c(C(=O)Cn2cnc3cc([N+](=O)[O-])ccc3c2=O)cc1C | 0.3 | -2 | 9 | 2 | 1 | 5 | 2 | -6 | -0.7 | -1.4
COc1cc(OC)c(NC(=O)c2cccc(F)c2)cc1Cl | . | -3 | 0 | 2 | -1 | -2 | -11 | -5 | 1.9 | -0.6
COc1cccc(CN(C)Cc2cc(=O)oc3cc(O)c(Cl)cc23)c1 | -4.7 | 1 | -5 | 22 | -9 | 7 | -4 | 4 | 0.7 | i
C=CCn1c(COc2ccccc2F)nnc1SCC(=O)Nc1cc2oc3ccccc3c2cc1OC | . | -6 | 2 | 5 | -5 | -4 | -19 | -30 | 1.1 | -0.5
N#Cc1cc2c(ccc3ccccc32)oc1=O | 0.5 | 5 | 1 | 4 | -3 | -11 | -13 | -3 | 0.8 | i
COc1cc(Cl)ccc1OCc1cc(C(=O)N(C)CC2CCCCO2)no1 (centres undefined) | 0.5 | 13 | 0 | 13 | -1 | 0 | 2 | 7 | 0.5 | -0.4
CCc1ccc(NC(=O)N(CCCN2CCOCC2)C(C)c2cc3cccc(OC)c3o2)cc1 (centres undefined) | 0.2 | 8 | 1 | 29 | -3 | -3 | 9 | -5 | -1.3 | .
Cc1ccc(S(=O)(=O)NCC(=O)OCC(=O)Nc2ccc(C)c(S(=O)(=O)N3CCOCC3)c2)cc1 | -0.4 | 14 | . | . | 2 | 2 | -4 | 5 | -0.6 | i
COC(=O)c1ccc2[nH]cc(CCO)c2c1 | 0.6 | -2 | 0 | 5 | -6 | -16 | -14 | -6 | -1.2 | 2.7
O=C(CSc1nnc(-c2ccco2)o1)NC(=O)Cc1ccccc1 | . | 2 | -1 | 22 | -4 | -7 | -13 | 4 | -0.5 | i
Cc1nc(NCC2CCCO2)nc2c1C(=O)CC(C)(C)C2 (centres undefined) | 1.0 | 6 | 3 | 44 | 7 | -10 | -3 | 7 | 1.5 | i
O=C(c1ccccc1)c1cccc[n+]1[O-] | 0.0 | 6 | 1 | 2 | -8 | -1 | -11 | 5 | 2.3 | i
O=C(c1ccc(Cl)cc1)C1CCCN(Cc2ccon2)C1 (centres undefined) | 0.0 | -6 | 4 | 3 | 2 | 1 | -11 | 5 | -1.2 | -0.3
Cc1ccc(SCC(=O)Nc2cccc(S(=O)(=O)N3CCOCC3)c2)cc1C | 2.6 | 14 | . | . | -3 | -15 | 2 | 1 | 0.9 | 0.4
CCC1=NN(C(=O)Cc2ccc(OC)cc2)C(O)(C(F)(F)F)C1 (centres undefined) | -0.4 | 3 | 3 | 18 | -2 | 4 | -7 | 2 | -0.4 | i
COc1ccc(C)cc1S(=O)(=O)Nc1ccc2c(c1)OCCO2 | 1.4 | 2 | -2 | 6 | 1 | 9 | 8 | 0 | -1.0 | 2.3
O=C(/C=C1\C(=O)Nc2ccccc21)/C=C1\C(=O)Nc2ccccc21 | -1.2 | 1 | 0 | 32 | 1 | 11 | 7 | . | 0.4 | i
Cc1ccc2[nH]c(=O)c(C3C(C#N)=C(N)Oc4c3ccc3cccnc43)cc2c1 (centres undefined) | . | -2 | 0 | 19 | -13 | 8 | -3 | -5 | 84* | -0.7
CS(=O)(=O)N(CC(=O)O)c1ccc(Oc2ccccc2)cc1 | . | 6 | 6 | -4 | -4 | 7 | 5 | 1 | -0.9 | -0.2
O=C(Nc1ccccc1Cl)c1ccc(=O)[nH]n1 | 0.4 | 2 | 5 | . | 11 | 0 | -10&-13 | 4 | 0.7 | -1.9
CC(=O)Nc1ccc(OCC(O)Cn2c(C)nc3ccccc32)cc1 (centres undefined) | . | -7 | -7 | 20 | -2 | -2 | -9 | 6 | 7.3 | i
Cc1ccc(S(=O)(=O)N2CCCCC2)cc1NC(=O)COC(=O)c1ccc(=O)[nH]c1 | -1.2 | 6 | . | . | -6 | -4 | -1 | -1 | -1.1 | i
CC(C)C(NC(=O)c1c(F)cccc1F)C(=O)NCc1ccncc1 (centres undefined) | 1.1 | -2 | . | . | 0 | 2 | -10 | . | 0.1 | -0.4
CCN(CC(=O)Nc1ccc2c(c1)CCC2)Cc1nc2ccccc2c(=O)[nH]1 | . | 0 | 3 | -4 | -3 | 6 | -3 | -5 | -1.8 | -0.3
COc1ccc(NC(=O)CCn2c(=S)[nH]c3ccccc3c2=O)cc1OC | 0.8 | -4 | -1 | -1 | -2 | 27 | -6 | -5 | -0.8 | i
O=C(Cn1c(Cc2ccccc2)nc2ccccc21)NCc1ccc2c(c1)OCO2 | . | 8 | 0 | 8 | 1 | 0 | 2 | -5 | 0.5 | i
CC1CN(c2nc3c(c(=O)n(C)c(=O)n3C)n2Cc2c(F)cccc2Cl)CC(C)O1 (centres undefined) | . | 18 | -1 | -2 | -2 | 1 | -19 | -6 | -1.6 | -5.9
O=C(COc1ccc(Cl)cc1)NCCN1CCCCC1 | -1.3 | -5 | 3 | 16 | -2 | -7 | -14 | 8 | -1.6 | 1.3
C=CC[C@@H](Cc1ccc(F)cc1)C(=O)OC[C@@H]1CCCN1C(=O)[C@@H](CC=C)CC(=O)N[C@H](CO)Cc1ccccc1 | 0.7 | 24 | . | . | -4 | 8 | 3 | 4 | 14 | -0.2
COC(=O)[C@@H](NC(=O)N1CCC(C)CC1)C(C)C | 0.0 | 1 | 3 | 3 | -4 | 8 | -14 | 6 | -1.1 | -0.5
Cc1ccc(-c2cc(C(=O)Nc3nccs3)c3ccccc3n2)c(C)c1 | 0.6 | 2 | 9 | 24 | -1 | 5 | 10 | -14 | 0.4 | -0.4
COc1cc(OC)cc(C(=O)Nc2ccc([N+](=O)[O-])cn2)c1 | . | -8 | 3 | -4 | 1 | 1 | -8 | -3 | -0.6 | 1.1
COc1ccccc1-c1nc(NC(C)=O)n[nH]1 | . | . | 2 | 26 | . | 2 | -14 | 1 | . | .
CCCN1C2CCCC1CC(NC(=O)c1ccc(C(C)(C)C)cc1)C2 (centres undefined) | 1.4 | 2 | -1 | 89 | -4 | 19 | -19 | . | -0.2 | i
Cc1ccc(OCC(=O)Nc2ccc(S(=O)(=O)Nc3ccccn3)cc2)c(C)c1 | . | 1 | 3 | 56* | -2 | -2 | -11 | -16 | 0.9 | -2.7
Cc1nn(CCc2n[nH]c(=S)n2C)c(C)c1Br | . | 6 | -3 | 9 | -3 | 0 | 1 | -1 | -1.4 | 3.0
CCN(CC)S(=O)(=O)c1cccc(-c2n[nH]c(=S)n2Cc2ccccc2)c1 | 2.4 | 5 | 0 | 22 | -5 | -1 | -15 | -1 | -0.8 | i
N=c1c(C(=O)NC2CCCCC2)cc2c(=O)n3ccccc3nc2n1CC1CCCO1 (centres undefined) | 1.3 | -1 | -8 | -4 | -2 | 15 | 2 | 2 | 0.2 | -0.6
O=C(Nc1nc2ccccc2[nH]1)c1cccc(Cl)c1 | 1.4 | -1 | 5 | 5 | . | 9 | -3 | -7 | -1.2 | -0.6
Cc1cc(NC(=O)CSCC(=O)Nc2ccccc2N2CCCCC2)no1 | 0.3 | 1 | . | . | 5 | -1 | -5 | 7 | -0.3 | i

For reference, two of the compounds above.
SMILES | TcdB GH inh | Y pestis TopoI | 3CLpro inhibitor | DUSP3 inh | Anthrax LF prot | MazEF act | PriA SSB inh | Rv3671c protease | PfHsp40 yeast | BH1578 lux ind
Cc1cc(C)c(C(=O)Cn2cnc3cc([N+](=O)[O-])ccc3c2=O)cc1C | 0.3 | -2 | 9 | 2 | 1 | 5 | 2 | -6 | -0.7 | -1.4
COc1cc(OC)c(NC(=O)c2cccc(F)c2)cc1Cl | . | -3 | 0 | 2 | -1 | -2 | -11 | -5 | 1.9 | -0.6

Single records, from the list above. Order of screens: TcdB GH inh | Y pestis TopoI | 3CLpro inhibitor | DUSP3 inh | Anthrax LF prot | MazEF act | PriA SSB inh | Rv3671c protease | PfHsp40 yeast | BH1578 lux ind
Cc1ccc(SCC(=O)Nc2cccc(S(=O)(=O)N3CCOCC3)c2)cc1C across the screens: 2.6 | 14 | . | . | -3 | -15 | 2 | 1 | 0.9 | 0.4
Cc1cc(NC(=O)CSCC(=O)Nc2ccccc2N2CCCCC2)no1 across the screens: 0.3 | 1 | . | . | 5 | -1 | -5 | 7 | -0.3 | i

(list continues)
SMILES | TcdB GH inh | Y pestis TopoI | 3CLpro inhibitor | DUSP3 inh | Anthrax LF prot | MazEF act | PriA SSB inh | Rv3671c protease | PfHsp40 yeast | BH1578 lux ind
OCC[C@@H]1C[C@H](O)[C@@H](O)[C@]2(OCc3ccccc32)O1 | 0.9 | 0 | 4 | 13 | 4 | 5 | 7 | 2 | -1.1 | i
O=C(CN1CCCC1c1ccc2c(c1)OCCO2)NC(=O)Nc1ccccc1 (centres undefined) | -1.5 | -7 | . | . | 0 | 1 | 2 | -2 | 0.2 | -0.3
COc1ccc2cc(C(=O)NCc3ccccc3CN3CCCC3)ccc2c1 | 2.6 | 2 | . | . | 3 | 9 | 7 | -21 | 2.0 | -0.8
CCNC1(C#N)CCN(Cc2ccccc2)CC1 | 1.2 | 4 | . | . | -1 | 11 | -3 | . | -1.1 | i
O=C(CSc1ccc([N+](=O)[O-])cn1)Nc1ccc(N2CCOCC2)cc1 | 0.0 | -2 | -5 | -8 | -2 | 15 | -7 | -3 | 0.4 | i
O=C(COC(=O)c1ccc(O)cc1)Nc1cccc(S(=O)(=O)NC2=NCCCCC2)c1 | 2.4 | 4 | 4 | 17 | -6 | 7 | 8 | 3 | 0.0 | -0.4
COC(=O)c1ccc(N2CC3CNC(=O)C2(C(=O)OC)N3C)cc1 (centres undefined) | 0.2&-0.1 | -1&4 | . | . | -3&-4 | 4&8 | -10 | -3&5 | -1.2&-1.0 | 2.7&-0.4
Cc1cccc2sc(NC(=O)c3ccc(Cl)s3)nc12 | 0.1 | 3 | -1 | 21 | -3 | 2 | -10 | 10 | -0.2 | -0.5
Cc1ccc(/C=N/N=C2/NC(=O)C(CC(=O)N3CCOCC3)S2)cc1 (centres undefined) | 3.1 | 6 | -2 | 1 | -6 | 7 | . | -4 | -0.5 | i
CCCc1nnc(NC(=O)C2CCCO2)s1 (centres undefined) | . | -1 | -2 | 22 | -1 | -2 | 3 | -8 | 0.1 | -0.7
COc1cc(OC)c(OC)cc1/C=N/Nc1ccc(Cl)nn1 | 2.0 | 4 | 1 | -1 | 1 | 13 | . | . | 0.0 | -0.6
Cc1ccc(-c2csc3ncnc(Nc4ccc(N5CCOCC5)cc4)c23)cc1 | . | 5 | 0 | 2 | -3 | 1 | -23 | -7 | 0.8 | -1.2

Three compounds from above, sorted by SMILES length, highest first:
SMILES | TcdB GH inh | Y pestis TopoI | 3CLpro inhibitor | DUSP3 inh | Anthrax LF prot | MazEF act | PriA SSB inh | Rv3671c protease | PfHsp40 yeast | BH1578 lux ind
O=C(CSc1ccc([N+](=O)[O-])cn1)Nc1ccc(N2CCOCC2)cc1 | 0.0 | -2 | -5 | -8 | -2 | 15 | -7 | -3 | 0.4 | i
COC(=O)c1ccc(N2CC3CNC(=O)C2(C(=O)OC)N3C)cc1 (centres undefined) | 0.2&-0.1 | -1&4 | . | . | -3&-4 | 4&8 | -10 | -3&5 | -1.2&-1.0 | 2.7&-0.4
Cc1cccc2sc(NC(=O)c3ccc(Cl)s3)nc12 | 0.1 | 3 | -1 | 21 | -3 | 2 | -10 | 10 | -0.2 | -0.5

Quoted from the listing.
O=C(c1ccc(Cl)cc1)C1CCCN(Cc2ccon2)C1 (centres undefined) – Rv3671c protease = 5
COc1cc(OC)cc(C(=O)Nc2ccc([N+](=O)[O-])cn2)c1 – MazEF act = 1

An excerpt; rates above refer to the full screens.
